PAX8 inh HTS: inhibitors of PAX8-driven TPO luciferase reporter, primary screen, RMG-I cells, single concentration | inhibition, % at 12.6 µM | AID 652154, 2013 | 360,000 tested, 1.2% active | SteadyGlo, 24 h;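 active = mean replicate inhibition at least 60% with every replicate also reaching 60%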;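 also: luciferase light reporting Pax8 driven TPO promoter activity; plate controls were median of neutral control wells for no effect and mitoxantrone controls for full effect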
PglD DTNB: C. jejuni PglD acetyltransferase inhibitors, primary screen, biochemical, DTNB colorimetric, single point | purified PglD enzyme, DTNB colorimetric CoA detection | inhibition, % at 12.5 µM | UDP-N-acetylbacillosamine N-acetyltransferase PglD (Campylobacter jejuni) | 360,000 tested, 0.098% active; in the data active = inhibition above about 16%, passing the limit was not always enough; also: strong numbers were not always called active
FN deposit inh: inhibitors of fibronectin matrix deposition, primary screen, AH1F cells, Alexa488-fibronectin fluorescence, plate reader; AH1F fibroblasts, overnight; inhibition, % at 12.6 µM; 350,000 tested, 0.086% active;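 active = mean inhibition across replicates of 30% or more, regardless of how many single replicates reach that level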;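 also: positive control wells lacked labelled fibronectin entirely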
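Assay system: AH1F fibroblast monolayer, labelled fibronectin deposition. Amount: 10000 cells per well. Also added: labelled fibronectin 24 nM. Compound: single-point pinned compound. Incubation: cell attachment 1 h, compound and FN exposure overnight. Detection: fluorescence after three HBSS washes, excitation 485 nm, emission 525 nm. Read-out: inhibition of fibronectin deposition signal.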
Numbers without * were called inactive. The list is partial, so the mix of outcomes need not match the whole.

Every second line gives: PAX8 inh HTS, PglD DTNB, FN deposit inh
1. CCN(C(=O)CSc1nc2cc(C(=O)OC)ccc2c(=O)n1Cc1ccco1)c1cccc(C)c1
  -2.4, -5.9, 2.1
2. c1ccc2c(Cn3ccnc3)c[nH]c2c1
  14.2, 3.8, -4.4
3. Cc1nn2cc(-c3ccc(Cl)cc3)nc2s1
  -74.1, 10.3, 3.3
4. COc1ccc(C2CC(c3ccc(Br)cc3)Nc3nc(N)nn32)cc1 (configuration not stated)
  -4.8, -3.9, -4.9
5. CCCc1nnc(NC(=O)C2CCCO2)s1 (configuration not stated)
  -44.9, 2.3, 10.5
6. CSc1ccc(/C=N/n2c(C)cc(C)cc2=O)cc1
  -50.1, 3.8, 0.2
7. CCc1ccc(/C=N/Nc2nn[nH]n2)cc1
  -13.4, -2.2, -5.0
8. CCn1c(SCC(=O)c2ccc3ccccc3c2)nnc1-c1cccs1
  10.7, 0.3, -3.6
9. Cc1ccc(C)c(OCC(=O)Nc2cccc(C(=O)O)c2)c1C
  -106.4, -6.2, -6.4
10. CCC(Sc1nc2cc3c(cc2c(=O)n1Cc1ccco1)OCO3)C(=O)NCCOC (configuration not stated)
  6.4, 1.2, -24.6
11. C[C@H](C(=O)O)c1n[nH]c(=O)c2ccccc12
  -5.6, -1.1, 6.7
12. Cc1ccc(Cn2c(CN3CCN(C(=O)c4ccco4)CC3)nc3c2c(=O)n(C)c(=O)n3C)cc1
  4.4, 0.6, -3.5
13. CCCCCCn1c(CN2CCN(Cc3ccccc3)CC2)nc2c1c(=O)n(C)c(=O)n2C
  13.8, 0.2, -11.5
14. Cc1ccc(S(=O)(=O)C2CCOC2=O)cc1 (configuration not stated)
  11.7, 1.5, -0.6
15. O=C(O)C1CCCCC1C(=O)NCCC(c1ccccc1)c1ccccc1 (configuration not stated)
  26.3, -5.2, -8.1
16. COc1ccc(C2C(C#N)=C(SC)NC3=C2C(=O)CC(C)(C)C3)cc1 (configuration not stated)
  -3.5, -3.3, 2.1
17. C=CCSC1=NC(N)=C(C#N)C2(CCCCC2)C1C(N)=O (configuration not stated)
  7.3, 5.8, -1.5
18. CN(CC(=O)NC1CCCCC1)S(=O)(=O)c1ccc(Cl)cc1
  -8.6, -5.0, 2.0
19. CCC(C(=O)NC(C)(C)C)N(C(=O)Cn1nnc(-c2ccccc2F)n1)c1cccc2c1CCCC2 (configuration not stated)
  14.0, -0.4, -3.4
20. COc1ccc(S(=O)(=O)n2oc(=O)cc2-c2ccccc2)cc1
  -16.4, -6.2, -8.9

Quoted at random: five compounds from above, in no set order.
Every second line gives: PAX8 inh HTS, PglD DTNB, FN deposit inh
10. CCC(Sc1nc2cc3c(cc2c(=O)n1Cc1ccco1)OCO3)C(=O)NCCOC (configuration not stated)
  6.4, 1.2, -24.6
2. c1ccc2c(Cn3ccnc3)c[nH]c2c1
  14.2, 3.8, -4.4
14. Cc1ccc(S(=O)(=O)C2CCOC2=O)cc1 (configuration not stated)
  11.7, 1.5, -0.6
19. CCC(C(=O)NC(C)(C)C)N(C(=O)Cn1nnc(-c2ccccc2F)n1)c1cccc2c1CCCC2 (configuration not stated)
  14.0, -0.4, -3.4
20. COc1ccc(S(=O)(=O)n2oc(=O)cc2-c2ccccc2)cc1
  -16.4, -6.2, -8.9

Returning to the listing; the 5 compounds before the break are reprinted first.
Every second line gives: PAX8 inh HTS, PglD DTNB, FN deposit inh
16. COc1ccc(C2C(C#N)=C(SC)NC3=C2C(=O)CC(C)(C)C3)cc1 (configuration not stated)
  -3.5, -3.3, 2.1
17. C=CCSC1=NC(N)=C(C#N)C2(CCCCC2)C1C(N)=O (configuration not stated)
  7.3, 5.8, -1.5
18. CN(CC(=O)NC1CCCCC1)S(=O)(=O)c1ccc(Cl)cc1
  -8.6, -5.0, 2.0
19. CCC(C(=O)NC(C)(C)C)N(C(=O)Cn1nnc(-c2ccccc2F)n1)c1cccc2c1CCCC2 (configuration not stated)
  14.0, -0.4, -3.4
20. COc1ccc(S(=O)(=O)n2oc(=O)cc2-c2ccccc2)cc1
  -16.4, -6.2, -8.9
21. CS(=O)(=O)Nc1ccccc1C(=O)NC1CC2CCC1C2 (configuration not stated)
  18.0, -2.2, -4.3
22. CC1(CC(=O)O)SC(=O)NC1=O (configuration not stated)
  0.7, 0.1, -2.0
23. COc1cc(OC)nc(NC(=O)COC(=O)C2CCCCC2)n1
  9.2, 0.7, -8.5
24. CCC(Sc1nc2ccccc2c(=O)[nH]1)C(=O)O (configuration not stated)
  3.4, 8.7, 0.5
25. Cn1nc(CC(=O)NCCN2C(=O)CSC2=O)c2ccccc2c1=O
  18.4, -8.4, -2.6
26. CCCC(NS(=O)(=O)c1ccc(C)cc1)C(=O)O (configuration not stated)
  23.7, 1.0, -6.5
27. O=C(CCn1c(=O)oc2ccccc21)Nc1nccs1
  -31.7, 0.1, 0.4
28. COCCN1C(=O)c2ccc(C(=O)O)cc2C1=O
  10.6, -0.6, -1.3
29. Cn1c(SCC(=O)NCCN2C(=O)CSC2=O)nc2ccccc2c1=O
  -5.7, 0.5, 5.0
30. C/C(=N/NC(=O)c1ccc(Cl)s1)c1ccc(NC(=O)COc2ccc(Cl)cc2)cc1
  -6.9, 3.9, -9.7
31. CCc1ccccc1NC(=O)C(C#N)Cc1cccnc1 (configuration not stated)
  -22.5, -0.7, 1.1
32. CC(C)(C)n1nnnc1CN1CCC(NC(=O)NC2CCCCC2)CC1
  -5.8, 0.8, 4.1
33. Cc1nn(C)c(Oc2cccc(Cl)c2)c1C(=O)O
  -5.8, 0.4, 4.7
34. CC(C)(C)C1(c2ccccc2)NC(=O)N(CC(=O)N2CCOCC2)C1=O (configuration not stated)
  12.5, 7.7, 0.2
35. CN(C)/C=c1\sc2c(C#N)cc(C(=O)c3ccc(Br)cc3)n2c1=O
  5.7, -4.3, -2.8
36. O=C(COC(=O)CC1CCCC1)Nc1cc2c(cc1Cl)C(=O)c1ccccc1C2=O
  -186.4, 6.4, -4.3
37. O=C(COc1ccccc1Cl)NCc1ccncc1
  0.4, -4.1, -2.1
38. Cc1ccc2c(c1)N(CCC(=O)NCc1ccc3c(c1)OCO3)C(=O)CO2
  5.3, -9.3, 10.4
39. O=S(=O)(NC1CCCC1)c1ccc(S(=O)(=O)N2CCN(c3ccccc3)CC2)cc1
  7.6, -3.8, 17.2
40. O=C(c1ccccc1)c1c[nH]c(C(=O)NCCCN2CCOCC2)c1
  12.7, 0.5, -5.2

Brought forward from above: 5 entries; new compounds follow.
Every second line gives: PAX8 inh HTS, PglD DTNB, FN deposit inh
36. O=C(COC(=O)CC1CCCC1)Nc1cc2c(cc1Cl)C(=O)c1ccccc1C2=O
  -186.4, 6.4, -4.3
37. O=C(COc1ccccc1Cl)NCc1ccncc1
  0.4, -4.1, -2.1
38. Cc1ccc2c(c1)N(CCC(=O)NCc1ccc3c(c1)OCO3)C(=O)CO2
  5.3, -9.3, 10.4
39. O=S(=O)(NC1CCCC1)c1ccc(S(=O)(=O)N2CCN(c3ccccc3)CC2)cc1
  7.6, -3.8, 17.2
40. O=C(c1ccccc1)c1c[nH]c(C(=O)NCCCN2CCOCC2)c1
  12.7, 0.5, -5.2
41. Cc1ccc(NC(=O)c2noc3c2CCc2ccccc2-3)cc1
  -88.9, -0.9, -3.9
42. O=C(O)c1cccc(NS(=O)(=O)c2ccc(Cl)c(C(=O)O)c2)c1
  5.7, 0.2, 5.6
43. Cc1ccc(C(=O)O)cc1-c1ccc(/C=C2/NC(=O)N(c3ccccc3)C2=O)o1
  -31.2, 0.5, -2.1
44. Cc1cccc(CSc2nnc(-c3cccs3)n2Cc2ccco2)c1
  11.7, -3.5, 4.2
45. O=C(NC12CC3CC(CC(C3)C1)C2)N1CCN(S(=O)(=O)c2ccc(Cl)cc2)CC1
  -30.3, 5.7, 11.5
46. CCCCCn1nc(-c2ccccc2)c2nc3ccccc3nc21
  5.1, -2.0, -1.3
47. Cc1cc(C(=O)CSc2nn(-c3ccccc3)c(=S)s2)c(C)n1Cc1ccco1
  0.9, 1.8, 6.0
48. O=C(Nc1ccc(Cl)cc1)OCc1cn(-c2ccc(Cl)cc2)nn1
  -0.7, 2.4, 1.6
49. O=C(CN1C(=O)COCC1=O)N1CCOCC1
  0.2, 0.1, 3.3
50. CCN1C(=O)c2cccc3c(S(=O)(=O)NCCc4c[nH]c5ccccc45)ccc1c23
  0.9, 8.6, 3.4
51. Fc1cccc(Cl)c1CSc1ncn[nH]1
  -25.9, 5.4, 1.7
52. O=C(CN1C(=O)NC(Cc2ccccc2)(Cc2ccccc2)C1=O)NCC1CCCCC1
  29.2, 1.5, 5.9
53. CN(Cc1ccccc1)c1nc2c(c(=O)[nH]c(=O)n2C)n1Cc1ccccc1Cl
  24.5, 2.7, -1.2
54. C/C(=N\Nc1nc2c(s1)CCCC2)c1ccc(Cl)cc1
  -13.8, -4.3, -4.0
55. Cn1c(CCNC(=O)c2ccco2)nc2cc(NC(=O)C3CCCCC3)ccc21
  -67.2, -1.8, -2.2
56. COc1ccc2nc(SCC(=O)Nc3c(C)cc(C)cc3C)[nH]c2c1
  11.1, 1.4, -2.7
57. O=C(C1CCCO1)N1CCN(c2ncccn2)CC1 (configuration not stated)
  -8.5, 2.4, 9.3
58. COC(=O)CSc1ncc(OC)c(OC)n1
  6.6, -3.6, -3.2
59. CC(=O)Nc1ccc(S(=O)(=O)N2C3CCCC2CC(NC(=O)C2CCCCC2)C3)cc1 (configuration not stated)
  -3.9, 2.1, -9.8
60. CCOC(=O)c1cnn(-c2nc(-c3ccccc3F)cs2)c1C(F)(F)F
  -32.5, -0.7, -15.2

Source: PubChem BioAssay (Broad Institute)
